Tb PYK inh = blocks Trypanosoma brucei pyruvate kinase; Q57TT1; TbPYK enzyme, Kinase-Glo Plus ATP luminescence, 45 min; 410,000 compounds, 0.12% hits; Potency, µM (series often up to 76.8 µM), without a hit: at the highest dose activity, negative = inhibition, usual class: inhibitors; active means well fitted inhibition curve with a large enough effect; further: nearly all actives have a fitted effect of over 50% in size
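T. brucei PYK with substrate was exposed to pin-transferred compounds across a concentration series, then started with 130 uM ADP (final). After 45 min at room temperature, Kinase-Glo Plus luminescence was read, normalized and curve-fitted.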
Numbers without * were called inactive. On the % scale 0 is the no-effect control and ±100 the full control effect; potency means the concentration at half of the fitted maximal effect. This is a subset. The share of hits here may be higher or lower than overall.

SMILES	Tb PYK inh
Cc1ccc([C@@H]2CC(=O)[C@@H]3CN(S(=O)(=O)c4ccc(C)cc4)[C@H](c4cccc(Cl)c4)C[C@@H]3N2S(=O)(=O)c2ccc(Cl)cc2)cc1	6%
Cc1ccccc1C(=O)Nc1nnc2n1CCS2	-1%
Cc1ccc(-c2noc(-c3ccc(NCC4CCCO4)c([N+](=O)[O-])c3)n2)cc1 (stereo not drawn)	1%
O=C(CC[C@H]1O[C@@H](n2cnc3c(NC(=O)c4ccccc4)ncnc32)[C@H](O)[C@@H]1O)NCc1ccc(OC(F)(F)F)cc1	-16%
CCC(CC)C(=O)OCc1cc(=O)n2nc(C3CCCCC3)sc2n1	4%
CC(C)Oc1ccc(CNC(=O)C2CCN(C(=O)N3CC(C)Oc4ccccc43)CC2)cc1 (stereo not drawn)	2%
Oc1ccc(Cl)cc1C=NN1CCCCCC1	0%
O=C(Cc1cccc2c(=O)cc(-c3ccccc3)oc12)OCCN1CCOCC1	0%
O=C(NCc1ccco1)c1ccc(C(=O)NCc2ccco2)cc1	-5%
CCn1nc(C(=O)Nc2ccc3c(c2)OCCO3)c2ccccc2c1=O	4%
CCCCN1C(=O)C(CC(=O)NCC2CCCCC2)CC(C(=O)N(C)C)=C1C (stereo not drawn)	-11%
COc1ccc(C(=O)NNC(=S)NC(=O)c2ccc(F)cc2)cc1Br	-15%
CCC(c1nnnn1-c1c(C)cccc1C)N1CCN(c2ccccn2)CC1 (stereo not drawn)	1%
CC(=O)N1CCN(S(=O)(=O)c2cccc(C(=O)OCc3ccc(F)cc3)c2)CC1	6%
COc1ccc(C(=O)Oc2c(Sc3ccc(C)cc3)c(C)nn2C(C)(C)C)cc1OC	1%
Cc1ccc2nc(-c3cccc(Cl)c3)c(Cc3ccccc3)n2c1	-4%
CC(C)N1CCC(C)(C(=O)Nc2cccc(Oc3ccccc3)c2)C1 (stereo not drawn)	0%
Cn1c(=O)n(C)c2cc(N3CCOCC3)c(NC(=O)c3ccc(Cl)cc3)cc21	0%
CNc1cc(-c2ccc(CC#N)cc2)ncn1	-4%
COc1ccc(CNC(=O)OC23CN(C(=O)OC(C)C)N(C(=O)OC(C)C)CC2(O)CN(S(=O)(=O)c2ccc(C)cc2)C3)cc1OC (stereo not drawn)	1%
CC1CC(C(O)c2ccccn2)C(=O)C(C(O)c2ccccn2)C1 (stereo not drawn)	1%
O=C(c1ccc(Br)cc1)N1CCN(c2ncccn2)CC1	-9%
CC1(C(=O)NS(=O)(=O)c2ccccc2Cl)CCN1C(=O)Cc1cccc2ccccc12 (stereo not drawn)	-10%
COc1ccc(C(=O)NCCn2cc(SCC(=O)Nc3ccc(C)cc3)c3ccccc32)cc1	-8%
O=C(CN1C(=O)C2(SCC(=O)N2c2ccc(F)c(F)c2)c2ccccc21)NCCc1ccccc1 (stereo not drawn)	-3%
COc1ccccc1N1CCN(c2ccc(=O)n(CC(=O)Nc3cc(F)ccc3C)n2)CC1	1%
O=C(Nc1ccccc1Br)C1CCCN(S(=O)(=O)c2cccc3nsnc23)C1 (stereo not drawn)	1%
COc1ccc(S(=O)(=O)c2c(SC)nn(Cc3ccccc3C)c2NC(C)=O)cc1	3%
CCCCOc1ccc(C2=NC(c3cccs3)=Nc3ccc(CC)cc3N2)cc1	0%
Cc1nc2cnc(Oc3cccc(Cl)c3)nc2n(CCC#N)c1=O	2%
COc1ccc(-c2csc(C(C)(O)c3ccncc3)n2)cc1OC (stereo not drawn)	-5%
CCC(C)Cn1cnc2c(SCc3ccccc3F)nc(N)nc21 (stereo not drawn)	3%
CC(=O)c1cccc(NC(=O)CCS(=O)(=O)c2ccc3c(c2)n(C)c(=O)c(=O)n3C)c1	6%
CCc1nc2ccc(C(=O)NCc3ccc4c(c3)OCO4)cn2c1N(C)C(=O)Cc1ccccc1	-7%
CCCNC(=O)C1(C)CCCN(Cc2ccc(-n3ccnc3)cc2)C1 (stereo not drawn)	0%
O=C(Nc1ccccc1)N1CCN(c2ccccc2)CC1	2%
Cc1ccc2nc(-c3ccc(NC(=O)COc4ccccc4C(C)(C)C)cc3)sc2c1	1%
COc1ccc(CCNC(=O)CC(=O)N/N=C\c2ccc(OCC(N)=O)cc2)cc1OC	7%
COc1cc(CN2CCN(S(=O)(=O)c3ccc(NC(C)=O)cc3)CC2)cc(OC)c1OC	-20%
CCCCNC(=O)C1(C)CCCCN1C(=O)c1cccc(OC(F)(F)F)c1 (stereo not drawn)	4%
COc1ccc(OC)c(C2NC(=O)NC(C)=C2C(=O)Nc2ccc(F)cc2)c1 (stereo not drawn)	0%
COc1cc(C(=O)NCc2ccc3c(c2)CCN3C(=O)c2ccc(Cl)cc2)cc(OC)c1OC	-3%
CCNS(=O)(=O)c1ccc(NC(=O)CSc2nc(-c3ccco3)cc(C(F)(F)F)n2)cc1	2%
CC(=O)Nc1ccc(C)cc1-c1nc2ccccc2n(CC(=O)c2ccc(C)c(C)c2)c1=O	0%
COc1ccc(-c2cc(C(F)(F)F)n3nc(C(=O)Nc4ccccc4SC)cc3n2)cc1OC	5%
CNC(=O)OC1CC2CC1[C@H]1CCCCN1C2=O (stereo partly drawn)	2%
Cc1ccc(NC(=O)c2cc(-c3cccs3)nc3ccccc23)c(C)c1	1%
CCCCN(C(C)=O)c1c(CC)nc2ccc(C(=O)NCCOc3ccc(OC)cc3)cn12	-5%
O=C(Nc1c(-c2ccc(Cl)cc2)[nH][nH]c1=O)c1ccccc1Cl	4%
CCOC(=O)c1cccc(NC(=O)c2cc3c(=O)n(Cc4cccnc4)ccc3nc2C)c1	-6%
Cc1nc(N2CCCC2)c2c(C(=O)Nc3ccc(C)c(Cl)c3)c(C)oc2n1	4%
CC(C)C[C@@H](CN1CCC[C@H]1CN1C(=O)C(=O)NC[C@@H]1Cc1ccccc1)N1C[C@H](Cc2ccc(O)cc2)N(CC2CCCCC2)C(=O)C1=O	6%
CCOc1ccc(CCNC(=O)Cn2ncc3c(=O)oc4ccc(C)cc4c32)cc1	2%
CCOC(=O)c1ccc(NS(=O)(=O)c2cc(-c3onc(C)c3C)ccc2C)cc1	4%
COc1c(O)cccc1[C@@H](O)C1CCN(CCc2ccc(F)cc2)CC1	-8%
CCC(=O)C1=C(c2cccc(OC)c2)N(C(=O)CC)n2c(nnc2C2CCCCC2)S1	16%
CCCC1=Nc2cc(C(=O)NCCc3ccccc3)ccc2Sc2ccc(C)cc21	-1%
COc1ccc(NC(=O)Cn2c(SCc3cccc(Cl)c3)nc3ccncc32)c(OC)c1OC	-4%
CCOC(=O)C1=C(C)NC(C)=C(C(=O)OCC)C1c1ccncc1	1%
CN(C)CCNc1ncnc2c1ncn2[C@H]1CN(Cc2ccccc2)C[C@@H](CO)O1	-7%

Quoted at random: 6 compounds from above, in no set order.
SMILES	Tb PYK inh
CCCCN(C(C)=O)c1c(CC)nc2ccc(C(=O)NCCOc3ccc(OC)cc3)cn12	-5%
O=C(Nc1ccccc1Br)C1CCCN(S(=O)(=O)c2cccc3nsnc23)C1 (stereo not drawn)	1%
Cc1nc(N2CCCC2)c2c(C(=O)Nc3ccc(C)c(Cl)c3)c(C)oc2n1	4%
COc1ccccc1N1CCN(c2ccc(=O)n(CC(=O)Nc3cc(F)ccc3C)n2)CC1	1%
CCCNC(=O)C1(C)CCCN(Cc2ccc(-n3ccnc3)cc2)C1 (stereo not drawn)	0%
CN(C)CCNc1ncnc2c1ncn2[C@H]1CN(Cc2ccccc2)C[C@@H](CO)O1	-7%

Going on with the list:
SMILES	Tb PYK inh
CC(=O)Nc1ccc(CN2C(=O)C(Cc3ccccc3)ON=C2c2ncccc2C)cc1 (stereo not drawn)	2%
CN1CCN(C(=O)c2cc3c(c(-c4cccc(Br)c4)n2)[C@H](CCO)N(S(=O)C(C)(C)C)C3)CC1 (stereo partly drawn)	-4%
O=C(Nc1ccccc1O)c1cccc(S(=O)(=O)Nc2ccccc2O)c1	-10%
Cc1ccc(S(=O)(=O)N2CCc3cc(C(=O)Nc4ccc(C(F)(F)F)cc4)ccc32)cc1	4%
Cc1ccc(C(=O)c2cn(Cc3ccccc3F)c3cc4c(cc3c2=O)OCCO4)cc1	7%
Cc1cccc(N(C)S(=O)(=O)c2cc3c(cc2Cl)NC(=O)CO3)c1	-5%
Cn1cccc1C(=O)N1CCC[C@@]2(CCN(c3ccncc3)C2)C1	1%
CC(=O)NC1=CC(=C[N+](=O)[O-])C=C1O	4%
COc1ccc(S(=O)(=O)Nc2ccc3c(c2)C(=O)N([C@@H](C)CO)C[C@@H](C)[C@H](CN(C)C(=O)CCCN(C)C)OCCCC[C@H](C)O3)cc1	2%
COc1ccc(-c2nc(CSCC(=O)N3CCN(C4CCCCC4)CC3)c(C)o2)cc1OC	3%
CC(=O)c1ccc(NC(=O)c2ccc3c(c2)N(Cc2cccc(Cl)c2)C(=O)c2ccccc2S3(=O)=O)cc1	0%
CCOC(=O)Cn1c(=O)oc2cc(S(=O)(=O)N3CCC(C(=O)OCC)CC3)ccc21	-1%
CC(C)n1nnnc1C1c2ccccc2C(=O)N1Cc1cccs1 (stereo not drawn)	4%
COc1ccc([C@H]2/C=C\CN(C(=O)C3CC3)[C@@H](C)C(=O)N2Cc2ccc(F)cc2)cc1	-5%
COc1ccccc1CNC(=O)CN1N=C(c2ccccc2)CCC1=O	1%
CCOc1ccc(NC(=O)C2CCN(C(=O)N3CC(C)Oc4ccc(Cl)cc43)CC2)cc1 (stereo not drawn)	2%
COc1cc(-c2nc3ccc(Cl)cn3c2Nc2ccc3c(c2)OCO3)ccc1O	-11%
Cc1ccc(-c2nc3c4ccccc4ccn3c2Cc2ccccc2C(F)(F)F)cc1	6%
CC(C)CC(=O)Nc1ccnn1C1CCN(C(=O)c2ccccc2F)CC1	1%
CC(=O)c1cccc(Nc2ncnc3c2cnn3-c2cccc(Cl)c2)c1	-6%
CC1=C(C(=O)N(C)C)CC(CC(=O)NC2CCCCC2)C(=O)N1CCCN1CCCC1=O (stereo not drawn)	-4%
CCOC(=O)c1ccc(NC(=O)c2c(NCc3ccccc3)[nH]c(=O)[nH]c2=O)cc1	-2%
C[C@@H](NC(=O)c1ncn2c1c(=O)[nH]c1ccc(Br)cc12)c1ccccc1	1%
CC(C)NC(=O)CSc1cn(CC(=O)N2CCCCCC2)c2ccccc12	-16%
Cc1ccc(CNC(=O)C2CCCN(c3nc4ccccc4n4cccc34)C2)cc1 (stereo not drawn)	2%
CC(C)C[C@@H](CN)NC(=O)c1nc[nH]c1C(=O)N[C@@H](C)C(=O)CNC[C@H](C)NC(=O)c1nc[nH]c1C(=O)N[C@@H](C)C(=O)O	-4%
CCN(CC(=O)Nc1c(F)cccc1F)C(=O)c1cccc(S(=O)(=O)N2CCCc3ccccc32)c1	-4%
Cc1ccc(-[n+]2c(Cc3nn(-c4ccccc4)c(C)[n+]3-c3ccc(C)cc3)nn(-c3ccccc3)c2C)cc1	6%
N#CC1(NC(=O)COC(=O)C2CCN(S(=O)(=O)c3ccc4c(c3)OCCO4)CC2)CCCCC1	-6%
COc1ccc(Br)cc1CC1C(=O)Nc2ccccc21 (stereo not drawn)	0%
N#CC1(NC(=O)CSc2nnc(C3CC3)n2N)CCCCC1	9%
COc1ccc(C(NC(=O)C2CCN(CCOc3ccc(Cl)cc3Cl)CC2)c2ccccn2)cc1 (stereo not drawn)	1%
Cc1ccc(CNC(=O)c2sc3nc4n(c(=O)c3c2C)CCCC4)cc1	-2%
Cc1cc(C)c(NS(=O)(=O)c2ccccc2)c(C)n1	-4%
Cc1ccc(Nc2nnc(-c3ccc(C)c(S(=O)(=O)NCc4nc5ccccc5[nH]4)c3)c3ccccc23)cc1	-1%
Cc1ccc(C)c(NC(=O)C2(C)CCCN2C(=O)C(C)C)c1 (stereo not drawn)	-3%
COc1ccc(CC(=O)Nc2cc(-c3cn4cccnc4n3)ccc2C)cc1OC	-8%
CCOc1ccccc1NC(=O)C(CC(C)C)NS(=O)(=O)c1ccc2c(c1)CCN2C(C)=O (stereo not drawn)	3%
CC(=O)C1=C(c2ccc(Br)cc2)N(C(C)=O)n2c(nnc2C2CCCCC2)S1	-5%
CN1CCC(NC(=O)C2(C)CCN2Cc2ccc3ccccc3c2)CC1 (stereo not drawn)	0%

An excerpt of these results, as labelled records:
Molecule: COc1ccc(C(NC(=O)C2CCN(CCOc3ccc(Cl)cc3Cl)CC2)c2ccccn2)cc1 (stereo not drawn)
  Tb PYK inh: 1%

Molecule: Cc1ccc(CNC(=O)c2sc3nc4n(c(=O)c3c2C)CCCC4)cc1
  Tb PYK inh: -2%

Molecule: Cc1cc(C)c(NS(=O)(=O)c2ccccc2)c(C)n1
  Tb PYK inh: -4%

Molecule: Cc1ccc(Nc2nnc(-c3ccc(C)c(S(=O)(=O)NCc4nc5ccccc5[nH]4)c3)c3ccccc23)cc1
  Tb PYK inh: -1%

Going on with the list.
SMILES	Tb PYK inh
COc1cccc(Oc2nc(C)nc3c2oc2ccccc23)c1	-2%
CCOc1ccc(CNC(=O)CCS(=O)(=O)c2cc3c(cc2Cl)NC(=O)CO3)cc1OC	-1%
Cc1cc(NS(=O)(=O)c2ccc(NC(=O)COc3ccc(Br)cc3C)cc2)no1	-5%
COc1ccc(CCNCc2cc(OC)cc(OC)c2)cc1	-9%
COC(=O)[C@H]1C[C@H](OC(=O)NCc2ccccc2)[C@@]2(O)CN(S(=O)(=O)c3ccc(C)cc3)CC2[C@H]1C(=O)OC (stereo partly drawn)	2%
COc1ccc(NS(=O)(=O)c2cc(Br)cc3c2N(C(=O)C2CC2)CC3)cc1OC	4%
O=c1c2sccc2n(Cc2cc(=O)n3cc(Cl)ccc3n2)c(=O)n1-c1ccccc1	9%
COc1cc2ccccc2cc1C(=O)Nc1cccc(-c2nc3ccccc3o2)c1	1%
CCOc1ccc(C(=O)NCC(=O)OCC(=O)N(C)CC(=O)Nc2ccccc2CC)cc1OCC	3%

Screening results (PubChem BioAssay)
